VIM-2 inhibitor – inhibitors of Pseudomonas aeruginosa VIM-2 metallo-beta-lactamase; purified VIM-2, nitrocefin hydrolysis, epi-absorbance fluorescence; inhibition, % at 5.6 µM; 0.89% of 290,000 active;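 active = inhibition above the mean of all tested compounds plus 3 SD, cutoff set per screening run, cut at about 7.5% in these data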;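 note: red hydrolysis product quenches plate fluorescence so inhibitors raise well fluorescence; 0% = enzyme with DMSO and 100% = DMSO without enzyme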
MEKK2mut PB1 HTS – signal of MEK5 binding to mutant human MEKK2 PB1 domain; bead flow cytometry, Alexa488-MEK5 binding to MEKK2 mutant; percent response, % at 10 µM; 0.35% of 290,000 active; AID 1530; in the data active = percent response above about 24%, passing the limit was not always enough; note: inactives centre near 1; some results filed as inactive read as strong as hits
M18AAP inhibitor – blocks P. falciparum M18 aspartyl aminopeptidase; 1.2% of 290,000 active; recombinant PfM18AAP, H-Glu-NHMec fluorogenic cleavage; inhibition, % at 7.35 µM;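 active = inhibition above the campaign mean inhibition over all tested compounds plus 3 SD, cut at about 28% in these data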;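 note: 0% = plate median of test compound wells and 100% = 2 mM ZnCl2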
MEKK2 WT-MEK5 – raises or lowers MEK5 binding to wildtype human MEKK2 PB1 domain | 1.1% of 290,000 active | bead flow cytometry, Alexa488-MEK5 binding to MEKK2 WT; actives lie on both sides | binding response (% of control), % at 10 µM | Q9Y2U5; in the data active = binding response below about 67% or above about 130%
SUMO HTRF inh – inhibitors of human SUMOylation (UBC9). P63279. HTRF SUMOylation assay, SAE1/SAE2 + UBC9, in vitro. inhibition, % at 35 µM. 0.36% of 290,000 active; in the data active = inhibition above about 50%, passing the limit was not always enough; note: strong numbers were not always called active
Target sequence (P63279 whole entry, looked up): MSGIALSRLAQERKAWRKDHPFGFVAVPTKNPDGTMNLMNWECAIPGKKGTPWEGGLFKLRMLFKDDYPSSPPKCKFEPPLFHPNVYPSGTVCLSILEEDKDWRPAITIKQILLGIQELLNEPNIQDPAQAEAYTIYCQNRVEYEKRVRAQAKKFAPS
IMP-1 inh – inhibitors of Pseudomonas aeruginosa IMP-1 metallo-beta-lactamase; purified IMP-1, nitrocefin hydrolysis, epi-absorbance fluorescence; inhibition, % at 5.6 µM; 0.45% of 290,000 active;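 active = inhibition above the mean plus 3 SD of all compounds in the same screening run, cut at about 4.5% in these data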;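 note: 0% = IMP-1 with DMSO and 100% = DMSO wells lacking enzyme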
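assay system = purified recombinant IMP-1 metallo-beta-lactamase enzyme | schedule = 15 min preincubation plus 25 min reaction at 25 °C | signal = Epi-absorbance fluorescence, 480 nm excitation, 530 nm emission | read-out basis = percent inhibition from optical density relative to buffer-blank wells | controls = IMP-1 with DMSO as 0%, enzyme-free DMSO as 100%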
DNA FID counter – counter-screen for HCV NS3 helicase inhibitors: DNA intercalator displacement; 0.17% of 290,000 active; inhibition, % at 7.9 µM; DNA fluorescent intercalator displacement, fluorescence; in the data active = inhibition above about 37%;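 note: 0% = vehicle and 100% = reference compound; higher means more ethidium bromide displaced from hairpin DNA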
NS3 helicase inh – blocks Hepatitis C virus NS3 helicase unwinding. NS3 helicase DNA unwinding, Cy5 molecular beacon fluorescence. inhibition, % at 10.9 µM. 0.56% of 290,000 active;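 active = inhibition above the mean of all tested compounds plus 3 SD, set per campaign, cut at about 35% in these data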;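 note: 0% = DMSO wells and 100% = thioflavine S control wells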
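Assay system – hepatitis C virus NS3 helicase domain fragment enzyme · Buffer or medium – MOPS pH 6.5, MgCl2, DTT, Tween20, BSA · Reagent – Cy5/quencher beacon DNA duplex and ATP to start · Compound – single 10.9 µM dose · Timing – 1 h at 25 °C · Technique – Cy5 beacon fluorescence read at start and 1 h · Measure – % inhibition of unwinding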
NALP1 yeast inh – NALP1 inhibition. AID 2071. 0.61% of 280,000 active. inhibition, % at 10 µM. S. cerevisiae NALP1/ASC/caspase-1 growth, X-gal OD620, 72 h; in the data active = inhibition mostly above about 24%, no sharp cut-off; inactive = mostly below about 32%; note: some compounds called inactive have numbers as strong as hits
Numbers without * were called inactive; . = not tested or not shown.

SMILES	VIM-2 inhibitor	MEKK2mut PB1 HTS	M18AAP inhibitor	MEKK2 WT-MEK5	SUMO HTRF inh	IMP-1 inh	DNA FID counter	NS3 helicase inh	NALP1 yeast inh
COc1ccc(S(=O)(=O)Nc2c(C(=O)O)[nH]c3ccccc23)c(OC)c1	-1.1	3	-3	106	-12	-2.4	-11	11	-4
N=c1c(S(=O)(=O)c2ccccc2)cc2c(=O)n3ccccc3nc2n1CCCN1CCOCC1	9.2*	-8	34*	97	19	-0.8	-5	3	8
CC(=O)Nc1ccc(NC(=O)CCn2c(=O)oc3ccccc32)cc1	0.2	-1	-5	102	3	-3.0	-6	-2	14
CCc1cccc(NC(=O)Cn2cc3c(n2)CCCC3)c1	-5.2	1	0	101	-12	-4.0	-16	4	18
O=C1CSC(=O)N1CCOCCN1C(=O)CSC1=O	-1.4	-9	-9	91	11	-1.2	2	7	1
COC(=O)COc1ccc(/C=C2/NC(=O)N(CC(=O)OC)C2=O)cc1	-2.8	9	-2	104	8	-2.5	-4	4	-3
O=C(Nc1ccc2c(c1)OCCO2)c1ccccc1F	-0.9	4	4	103	-20	-1.2	2	5	4
CC(C)CN1CCC(=O)N([C@H](CN=[N+]=[N-])Cc2ccccc2)CC1	-0.7	2	2	101	10	-2.2	-12	-2	4
COc1ccc(Cl)cc1NC(=O)N1CCN(S(C)(=O)=O)CC1	-0.5	-8	-3	96	1	-0.5	-1	-5	22
CC1(O)CC(c2ccc(Cl)cc2)=NN1C(=O)c1ccc(Cl)cc1 (stereo not drawn)	-3.0	5	9	104	-3	-2.1	-12	9	7
COc1cccc(NC(=O)C(Cc2ccccc2)n2cccc2)c1 (stereo not drawn)	-3.3	0	-3	100	0	-3.5	-8	-8	.
CCOc1ccc(OCCOCCn2ccnc2)cc1	-1.1	3	-5	108	17	0.3	10	7	10
O=C(/C=C/c1cn(-c2ccccc2)nc1-c1cccs1)NCCN1CCOCC1	-1.8	4	4	121	31	-2.1	7	-40	3
O=C(NCCc1c[nH]c2ccccc12)C1CCC(=O)N(CCc2cccc(F)c2)C1 (stereo not drawn)	-0.2	4	2	110	5	0.6	-22	2	2
CC1(C)C2CCC1(C)C(NC(=O)CCN1CCCCC1)C2 (stereo not drawn)	-2.4	-2	1	101	-6	-3.1	-2	-5	-8

Of the compounds above, these have sulfur:
SMILES	VIM-2 inhibitor	MEKK2mut PB1 HTS	M18AAP inhibitor	MEKK2 WT-MEK5	SUMO HTRF inh	IMP-1 inh	DNA FID counter	NS3 helicase inh	NALP1 yeast inh
COc1ccc(S(=O)(=O)Nc2c(C(=O)O)[nH]c3ccccc23)c(OC)c1	-1.1	3	-3	106	-12	-2.4	-11	11	-4
N=c1c(S(=O)(=O)c2ccccc2)cc2c(=O)n3ccccc3nc2n1CCCN1CCOCC1	9.2*	-8	34*	97	19	-0.8	-5	3	8
O=C1CSC(=O)N1CCOCCN1C(=O)CSC1=O	-1.4	-9	-9	91	11	-1.2	2	7	1
COc1ccc(Cl)cc1NC(=O)N1CCN(S(C)(=O)=O)CC1	-0.5	-8	-3	96	1	-0.5	-1	-5	22
O=C(/C=C/c1cn(-c2ccccc2)nc1-c1cccs1)NCCN1CCOCC1	-1.8	4	4	121	31	-2.1	7	-40	3

Further results follow.
SMILES	VIM-2 inhibitor	MEKK2mut PB1 HTS	M18AAP inhibitor	MEKK2 WT-MEK5	SUMO HTRF inh	IMP-1 inh	DNA FID counter	NS3 helicase inh	NALP1 yeast inh
c1ccc2c(c1)nc1n2CC2CON(C3CCCCC3)C12 (stereo not drawn)	.	4	.	86	17	.	.	.	1
N=C1SC(c2ccccc2)C(=O)N1c1ncc(Cc2ccccc2Cl)s1 (stereo not drawn)	-6.0	-1	8	95	-12	-0.9	-17	34	21
O=C(CN1CCCC1)Nc1ccccc1Sc1ccc(Cl)cc1	1.3	-17	-10	79	2	-1.4	17	-9	22
COc1ccc(/C=N/N=C2/C(=O)Nc3ccccc32)cc1O	-3.5	-3	31*	98	0	-3.0	1	25	-8
CCOC(=O)c1cnc2ccc(OCC)cc2c1N1CCN(c2ccccc2)CC1	-3.1	-4	5	106	-8	-1.9	-18	-5	5
Cc1cc(Br)cc(Cl)c1OC(=O)c1cnccn1	-1.9	2	11	102	-13	-3.0	-2	-3	-8
CCN(CC)C(=O)c1ccccc1NS(C)(=O)=O	2.6	-6	-5	87	-5	2.4	-1	4	16
COc1ccc(C2CC(=O)C(C=NCCN3CCOCC3)=C(O)C2)cc1 (stereo not drawn)	-2.7	.	-7	.	-4	-3.0	-2	15	6
O=C1CCc2cc(S(=O)(=O)N3CCN(c4ccccc4F)CC3)ccc2N1	-2.9	-1	-3	96	0	-2.2	-13	-3	10
CCC(CC)C(=O)c1c[nH]c(C(=O)NCc2cccs2)c1	-1.9	3	-2	100	-9	-1.9	-10	-4	3
C=CCn1c(CCCNC(=O)CCC)nc2ccccc21	1.0	3	-8	99	8	-0.2	-5	8	-3
O=C1c2oc3ccc(Cl)cc3c(=O)c2C(c2ccco2)N1CCN1CCOCC1 (stereo not drawn)	-0.8	.	-5	.	5	-0.7	-17	2	-8
Cc1nc(SC(C(N)=O)c2ccccc2)c(C#N)c(C)c1C (stereo not drawn)	-2.5	-2	7	98	-22	-4.0	-12	-5	1
CCOC(=O)N/N=C1\CCc2ccccc21	-5.8	2	5	97	8	-3.1	-4	-2	30
N#CCC(=O)N/N=C/c1c(-c2ccccc2)n(-c2ccccc2)c2ccccc12	-0.9	2	-3	98	6	-2.8	-17	-14	14
CCOC(=O)CCc1c(C)nc(SCCN2CCCC2)c(C#N)c1C	-1.8	-3	-1	103	6	-2.0	12	17	2
CC(=O)Sc1nc(-c2ccccc2)[nH]c1S(=O)(=O)c1ccc(C)cc1	-4.4	4	55*	101	10	-3.7	-14	10	13
CCOc1ccc(N2C(=O)CC(SCC(=O)O)C2=O)cc1 (stereo not drawn)	-2.4	0	-1	95	5	-2.1	8	14	1
CSCCC(NC(N)=O)C(=O)N(C)CC(=O)Nc1ccc(C)cc1 (stereo not drawn)	-1.2	3	-4	103	-14	-3.8	1	9	3
Cc1ccccc1OCCn1cnc2cc([N+](=O)[O-])ccc2c1=O	-2.1	-2	0	102	22	-3.0	1	-4	1
NC(=O)c1ccc(N=Cc2ccc([N+](=O)[O-])s2)cc1	-2.6	1	-1	103	7	-2.6	-3	2	30
Cc1ccc(-c2nn(C(C)(C)C)c3ncnc(NS(=O)(=O)c4ccc([N+](=O)[O-])cc4)c23)cc1	-3.1	-7	-1	96	-1	1.5	5	-6	7
CCN(CC(=O)Nc1ccc(N2CCOCC2)cc1)Cc1nc2ccccc2c(=O)[nH]1	0.1	2	-2	98	-3	-1.6	-23	-5	-1
COc1cccc(OCC(=O)Nc2c3c(nn2-c2ccccc2)CS(=O)(=O)C3)c1	-0.3	8	10	104	17	2.2	-14	4	23
O=C(c1ccc(NC(=O)C2(c3ccccc3)CCOCC2)cc1)N1CCOCC1	-2.0	1	5	95	17	-5.8	-14	-1	11
COc1ccc(C)cc1-n1c(SCC(=O)NCC2CCCO2)nc2c([nH]c3ccccc32)c1=O (stereo not drawn)	-1.5	-4	0	100	15	0.1	-20	-12	17
Cc1sc(NC(=O)C2C3CCC(O3)C2C(=O)O)c(C(=O)OC(C)C)c1-c1ccc(Cl)cc1 (stereo not drawn)	1.8	19	3	106	20	0.0	-10	7	8
Cc1ccccc1NC(=S)NNC(=O)c1ccco1	-4.1	1	16	100	22	-2.1	-7	1	-16
O=C(CC1SC(=Nc2ccc(OC(F)F)cc2)N(CCC2=CCCCC2)C1=O)Nc1ccccc1F (stereo not drawn)	-2.5	-2	-1	98	-20	0.4	2	-18	25
CCOC(=O)N1CCN(C(=O)Cn2nc(C)n3nc(-c4ccc(CC)cc4)cc3c2=O)CC1	-2.2	4	1	104	-3	-4.2	-20	4	-4
N#CC1=C(N)Oc2cc(O)c(Cl)cc2C1c1ccccc1F (stereo not drawn)	2.6	4	2	103	11	0.8	-8	24	3
CC(/C=C1\SC(=S)N(NC(=O)c2ccncc2)C1=O)=C\c1ccccc1	-2.7	-2	1	100	-8	0.0	-24	78*	35
COc1cc(CNCCc2ccccc2)cc(Br)c1OCC(=O)Nc1ccccc1C	-2.1	33	-2	182*	-31	-1.9	44*	-55	23
COc1ccccc1CNC(=O)CCc1nnc2ccc(NCCCN3CCCC3=O)nn12	-2.7	2	-3	103	5	-1.8	-29	6	1
Cn1c(=NC(=O)CCl)sc2ccccc21	-2.9	3	7	104	0	-2.7	-4	-1	0
c1ccc2c(c1)nc(-c1ccncc1)n2CCNc1nc(CN2CCCCC2)cs1	-1.6	2	18	114	19	-3.7	-7	2	8
O=C1CC(C(=O)Nc2ccccc2C(=O)O)C(c2ccccc2)O1 (stereo not drawn)	-3.2	2	-6	107	6	-2.3	-8	1	.
Cc1ccc2oc(=O)n(Cc3ccccc3)c2c1	0.8	3	-10	104	0	-0.8	-4	-3	-41
O=C(NN=C1CCCCCC1)c1ccc2c(c1)OCO2	-2.3	-9	18	92	0	-0.8	-1	-8	-7
CCOC(=O)Cc1nnc(NC(=O)CSc2nnc3c(n2)[nH]c2ccccc23)s1	-2.5	-13	2	87	1	-2.8	-11	-4	-6
Cc1cccc(-c2c3c(=O)n(C)c(=O)n(C)c3c3nnc4ccccc4n23)c1	2.9	.	10	.	.	-2.1	-1	11	.
C/C(=N/NC(=O)c1ccc(C)s1)c1cccc(NC(=O)COc2ccc(Cl)cc2Cl)c1	-0.3	5	-4	103	12	-2.8	-2	4	10
CC(=O)Nc1cccc(C(=O)N/N=C/c2ccc(C)o2)c1	-4.6	-5	-18	104	0	-4.6	-2	1	3

Random excerpt: 2 compounds from above.
SMILES	VIM-2 inhibitor	MEKK2mut PB1 HTS	M18AAP inhibitor	MEKK2 WT-MEK5	SUMO HTRF inh	IMP-1 inh	DNA FID counter	NS3 helicase inh	NALP1 yeast inh
Cc1cccc(-c2c3c(=O)n(C)c(=O)n(C)c3c3nnc4ccccc4n23)c1	2.9	.	10	.	.	-2.1	-1	11	.
N#CC1=C(N)Oc2cc(O)c(Cl)cc2C1c1ccccc1F (stereo not drawn)	2.6	4	2	103	11	0.8	-8	24	3

Screens from PubChem.
